Screening data deposited in PubChem by NCI.
rad50: NCI yeast anticancer drug screen, S. cerevisiae rad50 strain; growth inhibition, % at 50 µM; 10% of 79,000 active;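 note: 0% = growth of vehicle-only cultures of the same strain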
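A DNA repair-deficient yeast mutant serves as the test organism; compound-induced growth inhibition is calculated against vehicle-treated cells.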
yeast bub3: NCI yeast anticancer drug screen, S. cerevisiae bub3 mutant strain; 9.9% of 78,000 active; growth inhibition, % at 50 µM; AID 167;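 note: 0% = growth of vehicle-only cultures of the same strain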
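Steps: expose the mutant yeast strain to compound; grow alongside vehicle-treated cultures; measure growth; express inhibition against the vehicle cultures.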
mec2-1: NCI yeast anticancer drug screen, S. cerevisiae mec2-1 strain. growth inhibition, % at 50 µM. AID 157. 9% of 79,000 active;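 note: 0% = growth of vehicle-only cultures of the same strain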
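Each compound was tested on mec2-1 yeast, a strain altered in DNA damage repair or cell cycle control. Growth inhibition is reported relative to vehicle.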
yeast cln2 rad14: NCI yeast anticancer drug screen, S. cerevisiae cln2 rad14 strain; growth inhibition, % at 50 µM; 8.3% of 78,000 active; AID 165;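 note: 0% = growth of vehicle-only cultures of the same strain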
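Growth of compound-exposed yeast (cln2 rad14 genotype) measured and expressed as inhibition relative to vehicle.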
yeast sgs1 mgt1: NCI yeast anticancer drug screen, S. cerevisiae sgs1 mgt1 strain; 10% of 78,000 active; % growth inhibition at 50 µM;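 note: 0% = growth of vehicle-only cultures of the same strain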
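Compounds are added to genetically altered yeast, and growth is compared with cultures given vehicle alone to give percent inhibition.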
yeast mlh1 rad18: NCI yeast anticancer drug screen, S. cerevisiae mlh1 rad18 strain; 11% of 79,000 active; % growth inhibition at 50 µM;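 note: 0% = growth of vehicle-only cultures of the same strain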
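Genetically defined yeast (DNA repair-deficient) exposed to compounds; growth inhibition determined relative to vehicle.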
* marks the source's active call; other numbers are inactive results; . = not tested or not shown; & = joins results of further samples. Cut-off read from the data, not from the text of the source: active = growth inhibition above about 70%; inactive = the rest.

item	mol	rad50	yeast bub3	mec2-1
1	C[N+](C)(C)CCCN=C=C(c1ccccc1)c1ccccc1	-3	-17	-3
2	CNCc1cc(Br)cc(Br)c1O	7	1	-6
3	CC1(c2ccccc2)NC(=O)N(CC(=O)N(c2ccccc2)c2ccccc2)C1=O (stereo not drawn)	49	34	24
4	CC(C)CC(NC(=O)C(CO)NC(=O)OCc1ccccc1)C(=O)NC(Cc1ccc(O)cc1)C(=O)NN (stereo not drawn)	42	4	3
5	Clc1ccc(Cl)c(Nc2ccnc(SCc3ccccc3)n2)c1	42	-7	26
6	CCOC(=O)/C(C#N)=C(O)/C(=C\c1ccc(Br)cc1)NC(=O)c1ccccc1	-30	-4	-13
7	O=S(=O)(Cc1ccccc1)c1ccc(Cl)cc1	5	2	18
8	O=C(CC1C(=O)c2ccccc2C1=C1C(=O)c2ccccc2C1=O)c1ccccc1 (stereo not drawn)	82*	79*	90*
9	Cn1nc2c(c1-c1ccncc1)CCc1ccccc1-2	4	66	65
10	CCN(CC)CCCNc1ccc([N+](=O)[O-])c2nc3ccc(OC)cc3c(N)c12	44	14	-5
11	Cc1cc(C)c(NC(=O)c2cc(C(=O)O)c(C(=O)Nc3c(C)cc(C)cc3C)cc2C(=O)O)c(C)c1	9	2	2
12	CCCC1=C(CC)C(C(=O)Nc2c(C)cccc2C)=NC(S)N1 (stereo not drawn)	-12	1	-16

item	yeast cln2 rad14	yeast sgs1 mgt1	yeast mlh1 rad18
1	4	-9	18
2	-43	15	-3
3	41	34	52
4	15	22	25
5	14	-28	25
6	13	-24	-15
7	4	5	-12
8	68	89*	74*
9	-4	36	25
10	20	79*	62
11	-7	-16	-2
12	14	1	-19

(continued)
item	mol	rad50	yeast bub3	mec2-1
13	O=C1C(=O)C(c2ccccc2)S(=O)(=O)C1c1ccccc1 (stereo not drawn)	-5	8	-5
14	C#CC(CC(C)CC(C)(C)C)NC (stereo not drawn)	97*	92*	86*
15	Nc1nc(Cl)cc(NCCCCCCCCNc2cc(Cl)nc(N)n2)n1	-2	-4	-2
16	Cc1cc2c(cc1C)N1C(Cl)=C3CCCCC3=C(C#N)C1N2 (stereo not drawn)	31	14	30
17	O=C(CC(O)CCc1ccc(O)c(O)c1)O[C@H]1Cc2c(O)cc(O)cc2O[C@H]1c1ccc(O)c(O)c1 (stereo partly drawn)	18	5	3
18	Cc1cccc(C(C#N)C(=O)CCCC(=O)Nc2ccccc2[N+](=O)[O-])c1 (stereo not drawn)	-44	7	9
19	COc1ccc(Cc2cc3c(cc2OCC(=O)O)OCO3)cc1	-6	5	-6
20	O=C1N/C(=C\c2ccccc2)C(=O)N1CN1CCCC1	-36	-2	-54
21	CCCC(=O)Oc1ccc(C2CCCCC2)cc1	8	15	3
22	Nc1nc(-c2ccc([N+](=O)[O-])cc2)c(Br)c(=O)[nH]1	-5	5	-9
23	COCn1cc(C2=C(C)C(=O)C(C)=C(C)C2=O)cn1	-41	-7	-37
24	N#CNC(=NCC1CCCO1)Nc1cccnc1 (stereo not drawn)	3	24	-10

item	yeast cln2 rad14	yeast sgs1 mgt1	yeast mlh1 rad18
13	4	-6	15
14	76*	97*	96*
15	-8	-7	-4
16	28	20	-9
17	-5	-2	1
18	-37	5	11
19	-8	-6	-5
20	-2	-24	-13
21	-21	14	23
22	6	-19	13
23	-9	7	-6
24	-23	-26	-2

(listing goes on)
item	mol	rad50	yeast bub3	mec2-1
25	Nc1ncnc2c1ncn2C1CCC(COS(N)(=O)=O)C1 (stereo not drawn)	4	4	4
26	O=C(Cc1nc2ccccc2s1)Nc1ccc2ccccc2c1	98*	98*	99*
27	S=C(Nc1ccccc1)[S][Sb]([S]C(=S)Nc1ccccc1)[c]1ccccc1	41	3	20
28	O=C(CSc1ncnc2nc[nH]c12)c1ccccc1	9&-19	-2&-10	-2&-6
29	CC1(C)COC(C23C4C5C2C2C3C4C52I)=N1 (stereo not drawn)	26	27	12
30	O=Cc1c2ccccc2cc2ccccc12	23	7	11
31	CS(=O)(=O)C(CCC(=O)c1ccc2ccccc2c1)C(=O)c1ccccc1 (stereo not drawn)	3	-2	-13
32	Cc1c(O)c([N+](=O)[O-])cc2c1OCOC2	4	-18	12
33	COc1cc(CCCCC(=O)O)ccc1OC(=O)c1ccccc1	-16	-6	-5
34	NC(=O)N/N=C/c1c(Cl)cccc1Cl	16	-28	17
35	O=C(NCCCl)NCC1CCCO1 (stereo not drawn)	-9	-5	-1
36	CC1(C)CC2(C)OC(=N)C1(C#N)C2(C#N)C#N (stereo not drawn)	23	18	19

item	yeast cln2 rad14	yeast sgs1 mgt1	yeast mlh1 rad18
25	-7	5	15
26	95*	98*	98*
27	12	43	63
28	3&10	-6&-37	-18&-1
29	18	11	17
30	8	8	38
31	20	5	-7
32	-9	-3	0
33	2	2	-5
34	-11	1	32
35	-49	-14	0
36	25	8	-2

The listing continues.
item	mol	rad50	yeast bub3	mec2-1
37	NC1=NN(c2ccccc2)C(=O)C1C(=O)C(=O)Nc1ccc(Cl)c(Cl)c1 (stereo not drawn)	-6	12	-24
38	O=C1c2cc([N+](=O)[O-])ccc2-c2c(Cl)cc(NC(=O)C(F)(F)F)cc21	0	7	-11
39	O=C(/C(=C(/[O-])C(F)(F)F)[n+]1cccc2ccccc21)C(F)(F)F	-9	-1	-5
40	COC(=O)CCC1(CCC(=O)OC)CCCCCCC(CCC(=O)OC)(CCC(=O)OC)C(=O)C1=O	-12	5	0
41	CCOC(=O)/C(C[C@H]1OC(C)(C)O[C@@H]1[C@H]1COC(C)(C)O1)=N/O	-25	-6	-28
42	O=C(c1ccccc1)c1ccc(O)cc1	4	-2	3
43	CN1CCN(c2c(C(=O)Nc3ccc([N+](=O)[O-])cc3)cc([N+](=O)[O-])cc2[N+](=O)[O-])CC1	-8	-3	4
44	CC(=S)N/C=C(\C#N)S(=O)(=O)c1ccc(C)cc1	-22	-9	-9
45	O=C(Nc1cccc2c(NC(=O)N3CCCCC3)cccc12)N1CCCCC1	-16	10	-26
46	CCOC(=O)C1=C(C)N(NC(N)=O)C2(N)N(NC(N)=O)C(C)=C(C(=O)OCC)C12C(=O)OCC (stereo not drawn)	-8	-13	7
47	COc1ccc(C(=O)CC(=O)C(=O)Nc2ccc(Cl)cc2)cc1	-18	-9	-5
48	COc1ccc([C@H]2CC3C(=O)N(c4ccc(OC)cc4)C(=O)C3c3[nH]c4ccccc4c32)cc1 (stereo partly drawn)	-10	-16	-3

item	yeast cln2 rad14	yeast sgs1 mgt1	yeast mlh1 rad18
37	0	12	-6
38	-40	2	-3
39	-10	-11	5
40	-2	-1	20
41	-2	-13	-45
42	14	21	25
43	-21	18	-3
44	0	-28	-5
45	4	1	3
46	5	-11	-3
47	-18	-6	-24
48	-64	-1	-17

Continued; the last two above are carried over.
item	mol	rad50	yeast bub3	mec2-1
47	COc1ccc(C(=O)CC(=O)C(=O)Nc2ccc(Cl)cc2)cc1	-18	-9	-5
48	COc1ccc([C@H]2CC3C(=O)N(c4ccc(OC)cc4)C(=O)C3c3[nH]c4ccccc4c32)cc1 (stereo partly drawn)	-10	-16	-3
49	O=CNc1c(F)cc(N=Nc2ccccc2)cc1F	8	0	1
50	CC(C)[Si]1(C(C)C)OCC2OC(N3C(=O)NC(=O)C[C@@H]3C(O)c3ccccc3)CC2O[Si](C(C)C)(C(C)C)O1 (stereo partly drawn)	15	0	-1
51	COc1cc2c(c(OC)c1OC)-c1ccc(SC)c(=O)cc1C(NC(=O)c1ccccc1)CC2 (stereo not drawn)	80*	78*	87*
52	N#Cc1c(-c2ccccc2)c(-c2ccccc2)nn(CC(=O)O)c1=O	-34	-9	-24
53	Cc1cc(SCC(=O)c2ccccc2)nc2ccccc12	-7	-53	-24
54	O=[N+]([O-])c1ccc(OCCSc2ccccc2)cc1	9	60	33
55	COc1cc(OC)c(NC(=O)NC(C)(C)C)cc1Cl	-3	19	9
56	c1ccc(CNNCc2ccccc2)cc1	7	-4	-7
57	COc1cc(Br)c(C=Nc2cccc3ccc(OS(=O)(=O)c4ccc([N+](=O)[O-])cc4)cc23)cc1OC	8	6	-17
58	CC(C)(C)CNCCO	-2	-8	-23
59	CC(C)CN=C(N)N=C(N)N	-13	-23	7
60	COCCOC(=O)C1=C(O)c2ccccc2S(=O)(=O)N1C	0	18	32

item	yeast cln2 rad14	yeast sgs1 mgt1	yeast mlh1 rad18
47	-18	-6	-24
48	-64	-1	-17
49	-29	2	-2
50	-12	-10	16
51	53	84*	.
52	-8	-26	-69
53	-2	-9	-3
54	13	55	13
55	-2	17	23
56	-4	1	4
57	4	1	16
58	-8	-2	-6
59	-66	-28	-19
60	22	4	29

(list continues)
item	mol	rad50	yeast bub3	mec2-1
61	CC1C2CCC(C2)C1N (stereo not drawn)	-6	-9	-6
62	c1ccc(P(CCCP(c2ccccc2)c2ccccc2)c2ccccc2)cc1	-16	0	21
63	N#CC1(C#N)N[C@@H](c2ccsc2)[C@H]2C(=O)N(c3ccccc3)C(=O)[C@H]21	6	-7	-8
64	CC1C(=O)CCC2C1(C)CCC1C2(C)CCC2(C)C3CC(C)(C)CCC3(C)CCC12C (stereo not drawn)	18	23	-9
65	C=C1C(=O)O[C@@H]2C[C@]3(C)CC[C@]4(C)[C@H](CC[C@@H]5[C@@]6(C)CCC(=O)C(C)(C)[C@@H]6CC[C@]54C)[C@H]3[C@H]12	-14	-11	-17
66	CC(=O)N(C(=O)CC(=O)NN)c1ccc(Cl)cc1	-19	7	-21
67	C=CC(C)(O)CCCC(C)CCCC(C)CCCC(C)C (stereo not drawn)	13	1	-9
68	c1ccc2nc3c(ccc4ccccc43)cc2c1	86*	84*	76*

item	yeast cln2 rad14	yeast sgs1 mgt1	yeast mlh1 rad18
61	14	12	4
62	38	-25	-16
63	8	4	-4
64	9	17	17
65	6	-9	-19
66	26	4	26
67	-64	8	-10
68	69	85*	83*

Grouped by structure, those above with a Cl atom
item	mol	rad50	yeast bub3	mec2-1
5	Clc1ccc(Cl)c(Nc2ccnc(SCc3ccccc3)n2)c1	42	-7	26
7	O=S(=O)(Cc1ccccc1)c1ccc(Cl)cc1	5	2	18
15	Nc1nc(Cl)cc(NCCCCCCCCNc2cc(Cl)nc(N)n2)n1	-2	-4	-2
16	Cc1cc2c(cc1C)N1C(Cl)=C3CCCCC3=C(C#N)C1N2 (stereo not drawn)	31	14	30
34	NC(=O)N/N=C/c1c(Cl)cccc1Cl	16	-28	17
35	O=C(NCCCl)NCC1CCCO1 (stereo not drawn)	-9	-5	-1
37	NC1=NN(c2ccccc2)C(=O)C1C(=O)C(=O)Nc1ccc(Cl)c(Cl)c1 (stereo not drawn)	-6	12	-24
38	O=C1c2cc([N+](=O)[O-])ccc2-c2c(Cl)cc(NC(=O)C(F)(F)F)cc21	0	7	-11
47	COc1ccc(C(=O)CC(=O)C(=O)Nc2ccc(Cl)cc2)cc1	-18	-9	-5
55	COc1cc(OC)c(NC(=O)NC(C)(C)C)cc1Cl	-3	19	9
66	CC(=O)N(C(=O)CC(=O)NN)c1ccc(Cl)cc1	-19	7	-21

item	yeast cln2 rad14	yeast sgs1 mgt1	yeast mlh1 rad18
5	14	-28	25
7	4	5	-12
15	-8	-7	-4
16	28	20	-9
34	-11	1	32
35	-49	-14	0
37	0	12	-6
38	-40	2	-3
47	-18	-6	-24
55	-2	17	23
66	26	4	26
